Compound activity from PubChem.
Tau FP inhib: qHTS for Inhibitors of Tau Fibril Formation, Fluorescence Polarization; Microtubule-associated protein tau (Homo sapiens), P10636; K18 P301L tau heparin fibrillization, Alexa594 FP, 6 h; Potency, µM (titrated, usually from 57.7 µM), for the others: at the top dose activity, negative = inhibition, actives largely listed as inhibitors; 280,000 tested, 0.39% active; AID 1468, 2008; also: % is scaled to controls: 0 for no effect and ±100 for the full control effect; nearly all actives have a fitted effect of over 55% in size
Target sequence (P10636 561-689 P618L limits assumed): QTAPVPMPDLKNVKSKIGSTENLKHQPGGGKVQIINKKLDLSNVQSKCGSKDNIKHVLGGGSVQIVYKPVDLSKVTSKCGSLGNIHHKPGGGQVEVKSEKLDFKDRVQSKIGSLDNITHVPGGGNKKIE
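Quantitative HTS format: compounds meet 15 uM recombinant K18 P301L tau and Alexa 594-tau tracer in 100 mM sodium acetate pH 7; 20 uM heparin triggers fibrillization at 37 C over 6 hr; FP gives the signal.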
TR SRC2 fluor cs: Total Fluorescence Counterscreen for Inhibitors of the Interaction of Thyroid Hormone Receptor and Steroid Receptor Coregulator 2; 280,000 tested, 0.29% active; TRb/SRC2 Texas Red total fluorescence interference; Potency, µM (doses to about 106 µM), for the others: top-dose fluorescence change, negative = quenching; active = well fitted curve in either direction with a large enough effect; inconclusive = small, poorly fitted or top-dose-only effect; also: % is scaled to controls: 0 for no effect and ±100 for the full control effect
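Human TRβ ligand-binding domain (0.6 uM) and Texas Red SRC2 peptide (20 nM) in Tris buffer with 1 uM T3 and 5% DMSO were incubated with pinned compound for 5 hr at ambient temperature. Total fluorescence was computed as S + 2P (555/632 nm).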
RECQ1 helicase: qHTS Assay for Inhibitors of RecQ-Like Dna Helicase 1 (RECQ1) | ATP-dependent DNA helicase Q1 (Homo sapiens), P46063 | RECQ1 DNA unwinding, red fluorescence kinetic read | Potency, µM (top dose mostly 57.3 µM), inactives show top-dose activity, negative = inhibition, usual class: inhibitors | 240,000 tested, 0.54% active;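 also: plate controls were vehicle for no effect and no enzyme for full effect; nearly all actives have a fitted effect of over 30% in size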
Target sequence (P46063 whole entry, looked up): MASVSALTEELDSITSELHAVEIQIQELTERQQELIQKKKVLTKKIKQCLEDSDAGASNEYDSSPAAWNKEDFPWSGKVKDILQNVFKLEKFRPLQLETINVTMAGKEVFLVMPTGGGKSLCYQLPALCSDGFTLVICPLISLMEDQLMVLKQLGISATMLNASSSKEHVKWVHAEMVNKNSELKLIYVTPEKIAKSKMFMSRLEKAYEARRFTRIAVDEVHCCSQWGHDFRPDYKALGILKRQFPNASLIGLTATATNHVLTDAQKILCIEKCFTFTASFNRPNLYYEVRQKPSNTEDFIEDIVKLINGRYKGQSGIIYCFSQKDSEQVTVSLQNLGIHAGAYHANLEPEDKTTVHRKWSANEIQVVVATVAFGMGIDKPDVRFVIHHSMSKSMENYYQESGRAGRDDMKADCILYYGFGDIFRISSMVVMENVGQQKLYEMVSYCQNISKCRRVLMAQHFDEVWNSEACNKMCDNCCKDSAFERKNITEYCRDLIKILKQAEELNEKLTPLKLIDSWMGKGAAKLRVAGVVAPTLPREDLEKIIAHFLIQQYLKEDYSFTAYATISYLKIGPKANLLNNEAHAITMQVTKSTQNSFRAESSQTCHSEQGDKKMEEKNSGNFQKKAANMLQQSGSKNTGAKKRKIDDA
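50 nM RECQ1T1 preincubated 15 min with compound in Tris pH 8.0 buffer with MgCl2, DTT, Tween-20 and 2.5 ug/ml poly(dI-dC); started with 200 nM TAMRA/BHQ-2 forked duplex and 2 mM ATP. Unwinding read as fluorescence (525/598 nm), two reads 2 h apart.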
Tau fluor counter: Counterscreen qHTS for Inhibitors of Tau Fibril Formation, Fluorescence Polarization | tau K18 P301L Alexa594 fluorescence, heparin fibrillization | Potency, µM (top dose mostly 57.7 µM), for the others: at the top dose activity change, negative = decrease | 280,000 tested, 0.93% active; also: % is scaled to controls: 0 for no effect and ±100 for the full control effect; nearly all actives have a fitted effect of over 55% in size
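Human K18 P301L tau (15 uM unlabeled plus 0.24 uM Alexa 594-labeled, final) in 100 mM sodium acetate pH 7 was mixed with compound and 20 uM heparin and incubated 6 hr at 37 C.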
TRb-SRC2 inh: qHTS for Inhibitors of the Interaction of Thyroid Hormone Receptor and Steroid Receptor Coregulator 2; TRbeta-SRC2 peptide binding, fluorescence polarization; receptor liganded with 1 µM T3; Potency, µM (titrated, usually from 106 µM), without a hit: at the top dose activity change, negative = inhibition, usual class: inhibitors; 280,000 tested, 0.065% active;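 also: plate controls were bound peptide for no effect and peptide without receptor for full effect; nearly all actives have a fitted effect of over 50% in size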
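Human TRb LBD (0.6 uM) plus Texas Red-labeled SRC2 peptide (20 nM), 1uM T3, 5% DMSO, 5 hr at ambient temperature. Decreased polarization (555/632 nm) flags inhibition; data normalized to free and bound peptide controls.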
Tau ThT inhib: qHTS for Inhibitors of Tau Fibril Formation, Thioflavin T Binding; Potency, µM (highest dose often 57.4 µM), inactives show at the highest dose activity, negative = inhibition, usual class: inhibitors; recombinant tau K18 P301L, heparin-induced fibrillization, ThT fluorescence; Microtubule-associated protein tau (Homo sapiens), P10636; 270,000 tested, 2.1% active; also: % is scaled to controls: 0 for no effect and ±100 for the full control effect; nearly all actives have a fitted effect of over 55% in size
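Using a mix of unlabeled (15 uM) and Alexa 594-labeled (0.24 uM) tau K18 P301L, heparin-triggered fibrillization over 6 hr at 37 C was scored by ThT fluorescence.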
HTT ATP protect: qHTS Multiplex Assay to Identify Dual Action Probes in a Cell Model of Huntington: Cytoprotection (ATP); Potency, µM (series often up to 56.4 µM), for inactives: cytoprotection (ATP increase), actives largely listed as activators; 230,000 tested, 0.14% active; PC12 HTT-Q103 induced, cytoprotection, ATP luminescence, 40 h;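 also: % of control where 0% means no effect; nearly all actives have a fitted effect of over 45% in size; toxic huntingtin expression switched on by the ecdysone agonist tebufenozide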
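Readout: ATPlite luminescence (ATP level). Model: stable PC12, inducible Htt exon1 Q103-GFP. Inducer: tebufenozide, 100 nM final. Compounds: dose series. No G418 in medium.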
L3MBTL1 inh: qHTS Assay for the Inhibitors of L3MBTL1; 230,000 tested, 0.66% active; Lethal(3)malignant brain tumor-like protein 1 (Homo sapiens), Q9Y468; AlphaScreen L3MBTL1–H3K9me1 peptide binding; Potency, µM (titrated, usually from 57.1 µM), for inactives: at the top dose activity, negative = inhibition, most hits filed as inhibitors; also: % is scaled to controls: 0 for no effect and ±100 for the full control effect; nearly all actives have a fitted effect of over 60% in size
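Read-out is AlphaScreen signal from streptavidin donor and nickel chelate acceptor beads (10 ug/mL final each) bridging L3MBTL1 (50 nM) and biotinylated K9-monomethylated H3(1-15) peptide (75 nM), after 30 min compound exposure at room temperature.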
Numbers without * were called inactive; i = inactive; ? = inconclusive; · = no result given; & = joins results of further samples; [ ] = another dose, or the depositor's remark. Unless noted, calls follow the shape of the dose curve; as a rule, active = well fitted curve in the direction sought with a large enough effect; inconclusive = small, poorly fitted or top-dose-only effect, or another doubt; inactive = no such curve, though single readings can be large; an effect the other way counts as inactive or inconclusive. Potency is read from the fitted curve at half-maximal effect.

Start of the listing, in advance (2 entries):
SMILES	Tau FP inhib	TR SRC2 fluor cs	RECQ1 helicase	Tau fluor counter	TRb-SRC2 inh	Tau ThT inhib	HTT ATP protect	L3MBTL1 inh
CCOC(=O)c1c(C)n(C)c2ccc(O)c(CN3CCCCC3)c12	7%	0%	i	4%	0%	-6%	1%	·
CCc1cc(C(=O)OC)c(N2C(=O)C3C4C=CC(C4)C3C2=O)s1 (centres undefined)	-12%	-3%	-13%	-1%	6%	4%	-4%[0.074 µM]	-1%

Main list (from the top)
SMILES	Tau FP inhib	TR SRC2 fluor cs	RECQ1 helicase	Tau fluor counter	TRb-SRC2 inh	Tau ThT inhib	HTT ATP protect	L3MBTL1 inh
CCOC(=O)c1c(C)n(C)c2ccc(O)c(CN3CCCCC3)c12	7%	0%	i	4%	0%	-6%	1%	·
CCc1cc(C(=O)OC)c(N2C(=O)C3C4C=CC(C4)C3C2=O)s1 (centres undefined)	-12%	-3%	-13%	-1%	6%	4%	-4%[0.074 µM]	-1%
CCCCNC1=CC(=O)C(=O)c2ccccc21	-5%[2.34 µM]	-2%	14%	2%[2.34 µM]	-4%	1%	-12%[10 µM]	-14%
CCOc1ccc(N=C2C(=O)N(CN3CCOCC3)c3ccccc32)cc1	-6%	2%	i	-23%	-10%	?	-19%	-5%
COc1cccc(-c2cc(C(=O)N3CCc4ccccc4C3)no2)c1	-5%	-3%	-8%	-14%	-1%	-23%	20%[10 µM]	5%
C=CCN(CC=C)C(=S)NC(=O)/C=C/c1ccc(OC)cc1	13%	-8%	-14%	-2%	-3%	-8%	·	21%
COc1ccc(/C=C/C(=O)NC(C)CCc2ccccc2)cc1OC (centres undefined)	5%	0%	14%	-17%	6%	-13%	2%[10 µM]	6%
c1ccc(OCCCc2nc(-c3ccncc3)no2)cc1	8%	-2%	-3%	-1%	-6%	-6%	-6%	15%[11.4 µM]
O=C(CCc1ccccc1)NC1CCSC1=O (centres undefined)	-3%	-6%	i	7%	3%	-1%	14%	2%
O=C(c1ccc(F)cc1)N1CCN(c2cc(=O)[nH]nc2-c2ccccc2)CC1	0%	-6%	-1%	-2%	1%	-8%	-33%[inhibitor]	-9%
CC1(C)C2(C#N)C(N)=NC3(OCCO3)C12C#N (centres undefined)	0%	1%	-10%	-8%	-15%	-4%	-7%	-5%
O=C1NC(=Nc2ccccc2)SC1Cc1cccc(Cl)c1Cl (centres undefined)	?	0%	0%	10%	-4%	14%	22%[10 µM]	-8%
NC(=O)c1c(NC(=O)Cn2cnc([N+](=O)[O-])n2)sc2c1CCCC2	-7%	-2%	-1%	0%	2%	·	6%[10 µM]	·
CCOC(=O)C1=C(C)Nc2ccccc2N=C1NC(=O)C(c1ccccc1)c1ccccc1	1%	2%	i	-13%	4%	1%	1%[10 µM]	8%
Cc1c(C(=O)Nc2cccc(C(F)(F)F)c2)sc2nc3n(c(=O)c12)CCCC3	-14%	-12%	·	-10%	2%	?	·	·
COc1cccc(OCC(=O)Nc2cc(Cl)ccc2Oc2ccccc2)c1	-6%	0%	-26%	-15%	2%	-6%	23%[10 µM]	46%[activator]
O=C(Nc1nc(-c2ccccn2)cs1)c1cc2ccccc2o1	8%	-7%	-8%	?	-4%	1%	-77%[inhibitor]	20µM*
CCNC(=S)Nc1ccc2cn[nH]c2c1	8%	0%	-8%	-2%	-4%	-12%	23%[10 µM]	1%
O=C(CNC(=O)c1ccccc1)OCc1cccc(Br)c1	-3%	-3%	i	-7%	-2%	-7%	-7%	-1%[11.4 µM]
CCCCOc1ccc(C(=O)NCc2ccncc2)cc1	-6%	0%	4%	-9%	-4%	-12%	-3%	·
CCn1c(SCC(O)c2ccccc2)nnc1-c1ccccc1 (centres undefined)	4%	2%	-9%	10%	-5%	2%	?	9%
FC(F)(F)c1cnc(-c2cnc(-c3ccccn3)nc2)c(Cl)c1	2%	-1%	i	2%	8%	-7%	-163%[inhibitor]	10%
O=C1C(=O)N(CCN2CCCCC2)c2ccccc21	0%	-1%	-4%	6%	2%	-3%	32%[10 µM]	-17%
O=C(NCCc1ccccc1)c1cccc([N+](=O)[O-])c1	-2%	-2%	-1%	-6%	-8%	-7%	2%[10 µM]	10%
Cc1ccc(-c2cc(C(=O)Oc3ccc(C#N)cc3)no2)cc1	13%	1%	·	-2%	3%	-14%	·	·
CC(CN1CCCCC1)OC(=O)c1cc2ccccc2o1 (centres undefined)	-3%	-3%	-1%	4%	6%	0%	-18%	15%
Cc1ccc(S(=O)(=O)CC(C)N2CCOCC2)c(S(=O)(=O)CC(C)N2CCOCC2)c1 (centres undefined)	0%	-1%	i	-2%	-1%	-3%	10%	6%
COc1ccc(S(=O)(=O)Nc2c(C)nc3nc[nH]n3c2=O)cc1	-3%&1%	-1%&0%	i	0%&-4%	-5%&-5%	-1%&-5%	-14%	·
Cc1ccccc1NS(=O)(=O)CCCCC(Cl)(Cl)Cl	-4%	-2%	-2%	-18%	6%	-2%	-15%	·
O=C(NCC(c1ccccc1)c1ccccc1)c1nn(-c2ccccc2Cl)nc1CO	6%	1%	·	-17%	-2%	-7%	·	·
Cc1cc(NC(=O)c2cc([N+](=O)[O-])cc([N+](=O)[O-])c2)no1	9%	-2%	1%	-4%	-7%	-1%	2%[10 µM]	3%
CC(C)c1nc2oc3c(NCC4CCCO4)ncnc3c2c2c1COC(C)(C)C2 (centres undefined)	-3%	1%	i	-7%	4%	8%	-3%[0.074 µM]	-7%
O=C(COC(=O)c1ccccn1)Nc1ccccc1Cl	-4%	3%	-5%	0%	-12%	-5%	-23%[0.074 µM]	-4%
Cc1nnc(SCc2nnc(-c3ccccc3Br)o2)s1	8%	-2%	-4%	-9%	-4%	-11%	-27%	·
CCCc1[nH]nc2c1C(c1ccc(OCCN3CCOCC3)c(OCC)c1)C(C#N)=C(N)O2 (centres undefined)	3%	0%	-2%	0%	-10%	-11%	5%[0.074 µM]	·
O=C(NCCCN1CCCC1=O)c1ccccc1NS(=O)(=O)c1ccc(F)cc1	-8%	-2%	1%	3%	1%	2%	2%[10 µM]	-4%
Cc1cc([N+](=O)[O-])cc2c1NCC1CC=CC21 (centres undefined)	0%	-1%	-1%	?	3%	?	0%[10 µM]	-7%
COc1ccc(C(=O)C2CCCN(C(=O)/C=C/c3ccccn3)C2)c(C)c1 (centres undefined)	-13%	-2%	i	-5%	-2%	-4%	11%[10 µM]	7%
CCOC(=O)N1CCN(S(=O)(=O)c2ccc(C(=O)Nc3nc4ccccc4s3)cc2)CC1	-11%	4%	-17%	-17%	-6%	12%	-3%	6%
COc1cc(NC(=O)NCCN2CCN(c3ccc(Cl)cc3)CC2)ccc1C	13%	5%	-4%	?	-4%	?	-22%	-20%
Cc1c(S(=O)(=O)NCc2ccccc2)c(=O)n(C)c(=O)n1C	·	1%	-7%	·	0%	·	27%[10 µM]	·
Cc1cccc(Cn2c(N3CCN(c4ccccc4)CC3)nc3c2c(=O)n(C)c(=O)n3C)c1	5%	-4%	-2%	-13%	-4%	?	4%	-1%
CC(CCc1ccccc1)NC(=O)CSc1nnnn1C (centres undefined)	-11%	-1%	i	-8%	-10%	-6%	6%	-2%
CCCn1c2ccccc2c2nnc(SCC(=O)OC)nc21	7%	2%	i	-4%	3%	0%	-7%	6%
CCOc1ccc(S(=O)(=O)NCCSc2ccccc2)cc1	6%	0%	i	-19%	-1%	-5%	-11%	·
Cc1ccc2oc3c(c(=O)c2c1)C(c1ccc(F)cc1)N(c1nc(C)c(C)s1)C3=O (centres undefined)	-2%	?	·	-2%	2%	0%	·	·
Cc1ccc(C(=O)Nc2cccnc2)cc1NC(=O)c1ccco1	5%	0%	-11%	-3%	-6%	-5%	1%	·
Cc1cccc([C@H]2[C@@H]3C=CC[C@@H](C)[C@@H]3C(=O)N2Cc2ccccc2)c1	3%[81.3 µM]	-9%	i	-10%[81.3 µM]	4%	?	·	6%
Cc1ccc(C)c(NC(=O)C(Sc2cccc[n+]2[O-])c2ccccc2)c1 (centres undefined)	2%	-2%	-11%	-8%	-2%	-2%	-23%	-26%
COc1ccc(CSc2nncn2C)cc1[N+](=O)[O-]	5%	-2%[53 µM]	-2%	6%	5%[53 µM]	8%	1%[10 µM]	-1%
Cc1cnc(-c2nnc(N(C)C(=O)c3cccnc3)s2)cn1	1%	-3%	-1%	-1%	5%	-2%	-34%	-2%
CSc1cccc(NC(=O)c2ccc3c(c2)CCCN3S(C)(=O)=O)c1	-9%	-1%	·	?	-3%	-6%	·	·
CCN(CCCNC(=O)COc1cc(=O)n(C)c2ccccc12)c1cccc(C)c1	14%	4%	i	-18%	6%	?	-1%	-2%
O=C(NCc1ccccc1C(F)(F)F)C1CC(c2ccccc2[N+](=O)[O-])=NO1 (centres undefined)	-7%	-1%	-4%	-9%	-1%	0%	-3%	-4%

Profiles as entered above. Values in the order: Tau FP inhib, TR SRC2 fluor cs, RECQ1 helicase, Tau fluor counter, TRb-SRC2 inh, Tau ThT inhib, HTT ATP protect, L3MBTL1 inh
`Cc1ccc2oc3c(c(=O)c2c1)C(c1ccc(F)cc1)N(c1nc(C)c(C)s1)C3=O` (centres undefined) reads -2%, ?, ·, -2%, 2%, 0%, ·, ·
`Cc1cccc([C@H]2[C@@H]3C=CC[C@@H](C)[C@@H]3C(=O)N2Cc2ccccc2)c1` reads 3%[81.3 µM], -9%, i, -10%[81.3 µM], 4%, ?, ·, 6%

Only part of the results is shown; count on the stated rates, not on these rows.
